From PubChem BioAssay
dFosB act: mouse delta FosB homodimer activation; activation, % at 25 µM; 340,000 compounds, 0.99% hits; purified delta FosB, TAMRA-CDK5 oligo fluorescence polarization; percent of positive-control signal above neutral wells; AID 493131;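 active means mean activation above about 17%, with every replicate also reaching it, limit read from the data, passing the limit was not always enough; inconclusive means only one of the two conditions met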;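 further: fluorescence polarization rise as delta FosB binds a TAMRA Cdk5 AP-1 oligo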
Target sequence (P13346 whole entry, looked up): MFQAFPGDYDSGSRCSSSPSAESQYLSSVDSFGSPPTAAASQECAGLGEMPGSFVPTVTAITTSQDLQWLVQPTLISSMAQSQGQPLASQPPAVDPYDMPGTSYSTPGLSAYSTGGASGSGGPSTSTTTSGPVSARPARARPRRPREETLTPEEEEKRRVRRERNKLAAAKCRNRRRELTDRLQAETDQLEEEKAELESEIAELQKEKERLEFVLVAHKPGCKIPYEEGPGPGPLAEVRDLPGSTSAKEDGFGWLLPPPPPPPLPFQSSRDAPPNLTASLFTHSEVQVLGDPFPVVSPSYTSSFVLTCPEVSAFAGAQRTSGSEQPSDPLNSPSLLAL
RTF Ca sens act: cardiac RTF calcium sensitization. P19429+P45379. IANBD-labeled TnC RTF fluorescence at EC20 calcium; 0% EC20 calcium, 100% full calcium. activation, % at 7.2 µM. 340,000 compounds, 0.24% hits;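 active means activation above the mean over all tested compounds plus 3 SD, cut at about 30% in these data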;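 further: rise in fluorescence read as greater calcium sensitivity of cardiac thin filaments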
HTR5A ag ctr: activates human HTR5A in OPRM1-OPRD1 agonist counter-screen | AID 504692 | P47898 | 340,000 compounds, 0.61% hits | HTR5A agonist assay, luminescence, cell-based | activation, % at 9.3 µM; in the data active means activation mostly above about 9.5%, no sharp cut-off; inactive means mostly below about 7.6%;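 further: 0% = cells with vehicle only and 100% = reference agonist; strong numbers were not always called active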
CDK5 inh: blocks human CDK5/p35 kinase activity; inhibition, % at 10 µM; Recombinant CDK5/p35, ADP-Glo luminescence, 60 min; 330,000 compounds, 0.01% hits;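 active means highest replicate inhibition of at least 50% and at least 75% of replicates reaching 50%; inconclusive means only one of the two criteria met; inactive means both criteria failed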;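 further: plate controls were DMSO neutral control for no effect and GW8510 at 10 µM for full effect; many of its hits are not listed in these tables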
Rtt109 Vps75: blocks Candida albicans Rtt109/Vps75 acetyltransferase activity. Q5AAJ8. purified Rtt109/Vps75, ThioGlo CoA-SH fluorescence, 4 h. inhibition, % at 34.9 µM. 330,000 compounds, 0.16% hits. AID 540336;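 active means inhibition of at least 50% in every replicate; inconclusive means best replicate reaches 50% inhibition but some replicates fall short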
MITF TRPM1 HTS: increases MITF-driven TRPM1 promoter luciferase signal | 300,000 compounds, 0.75% hits | SK-MEL-5 TRPM1-promoter luciferase, 24 h; % of positive control, neutral wells = 0 | activation, % at 12.5 µM;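 active means mean activation of at least 80% with every replicate also reaching 80%; inconclusive means mean reaches 80% but some replicate falls short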;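 further: 0% = neutral control wells and 100% = parthenolide positive control wells; values of inactives mirror those of a sister screen read the other way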
SR-BI HDL uptake: mouse SR-BI HDL lipid transfer inhibition; ldlA[mSR-BI] CHO cells, DiI-HDL uptake fluorescence, 3 h; inhibition, % at 12.5 µM; 320,000 compounds, 0.96% hits; AID 488896;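 active means mean replicate inhibition of at least 70% and a set share of replicates each scoring 70 or more; inconclusive means meets just one of the two criteria; inactive means fails both criteria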;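 further: 0% = median of neutral control wells and 100% = median of positive control wells; values of inactives mirror those of a sister screen read the other way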
Target sequence (Q61009 whole entry, looked up): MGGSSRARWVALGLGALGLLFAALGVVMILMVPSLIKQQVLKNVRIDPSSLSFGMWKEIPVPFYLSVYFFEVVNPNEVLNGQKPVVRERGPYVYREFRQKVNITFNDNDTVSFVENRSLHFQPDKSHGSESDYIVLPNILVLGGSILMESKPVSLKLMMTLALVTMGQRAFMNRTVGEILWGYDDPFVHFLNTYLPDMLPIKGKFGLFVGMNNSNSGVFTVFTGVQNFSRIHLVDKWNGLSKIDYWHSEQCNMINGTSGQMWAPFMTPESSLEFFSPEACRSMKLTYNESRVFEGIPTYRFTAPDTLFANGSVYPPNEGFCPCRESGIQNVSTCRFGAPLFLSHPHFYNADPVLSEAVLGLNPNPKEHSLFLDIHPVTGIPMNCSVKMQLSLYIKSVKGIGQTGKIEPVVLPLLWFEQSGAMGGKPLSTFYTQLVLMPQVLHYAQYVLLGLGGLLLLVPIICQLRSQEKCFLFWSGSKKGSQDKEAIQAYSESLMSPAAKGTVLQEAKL
PvdQ acylase: P. aeruginosa PvdQ acylase inhibition; 340,000 compounds, 0.063% hits; inhibition, % at 10 µM; purified PvdQ acylase, fluorescence plate reader; in the data active means inhibition above about 30%, passing the limit was not always enough; inconclusive means no clear call, values can overlap the other calls;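 further: 0% = vehicle neutral wells and 100% = reference inhibitor wells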
Wnt act: activates Wnt/beta-catenin signaling in a reporter cell assay. AID 743398. activator, plate reader. 300,000 compounds, 1.2% hits. activation, % at 9.35 µM; in the data active means activation above about 30%, passing the limit was not always enough; inconclusive means no clear call, values can overlap the other calls;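 further: 0% = neutral control wells and 100% = positive control wells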
SR-BI uptake up: enhances SR-BI lipid uptake from DiI-HDL; CHO ldlA[mSR-BI] cells, DiI-HDL uptake fluorescence, 3 h; 100 = double the neutral-control signal; activation, % at 12.5 µM; 320,000 compounds, 0.096% hits;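 active means mean replicate activation of at least 60% and every replicate at or above 60%; inconclusive means mean or all-replicate condition met, but not both; inactive means mean below 60% and not all replicates reaching 60%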;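 further: 0% = median plate neutral-control signal and 100% = twice that signal; values of inactives mirror those of a sister screen read the other way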
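Material: SR-BI-overexpressing, LDLR-lacking CHO cells | Dosing: Single compound concentration, delivered by pin transfer | Probe or stimulus: Labelled HDL, 10 µg/mL | Signal: Bottom-read cell fluorescence after medium removal, ex 550/em 595 nm | Schedule: 3 h, 37 °C | Evaluation: HDL uptake via cellular fluorescence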
* = called active by the depositor; ? = inconclusive; · = not tested or not shown. This is a subset; count on the stated rates, not on these rows.

no.	SMILES	dFosB act	RTF Ca sens act	HTR5A ag ctr	CDK5 inh	Rtt109 Vps75
1	C[C@]12C[C@@H](O)[C@H](O)CC1=CCC1C2CC[C@@]2(C)C1CC[C@@H]2O (stereo partly drawn)	-2	-2	3	3.7	10
2	Fc1ccc(CNCCc2ccccc2F)cc1	-8	5	-3	-1.6	-17
3	CC12CCC3C(CC=C4CC5(CCC43C)OCCO5)C1CCC2=O (stereo not drawn)	-5	9	-1	0.4	-6
4	O=C(c1cn(Cc2ccccc2)c2ccccc12)C1CC1	-15	-4	11*	-1.9	-1
5	Cc1cc(C(=O)OCC(=O)Nc2c(F)cccc2F)c(C)n1C1CC1	2	-5	-1	-4.1	-8
6	CC(C)CCOP(N)(=O)Oc1ccccc1Cl (stereo not drawn)	6	-5	1	-4.1	-1
7	CC(C)CN1CCN(Cc2c(F)cccc2Cl)CC1CCO (stereo not drawn)	-1	5	2	-1.7	-1
8	CCCCOCCCN1C(C)=CC(=C2C(=O)NC(=S)NC2=O)C=C1C	1	1	-2	0.4	-3
9	CCCCn1c(NS(=O)(=O)c2ccc(C)cc2)c(C(=O)OCC)c2nc3ccccc3nc21	-11	-19	2	-0.4	-16
10	Cc1cc(NC(=O)COC(=O)c2c(C)nn(Cc3ccccc3)c2Cl)no1	?	-6	-4	-0.1	-10
11	COc1cccc(C2=NOC(C(=O)N3CCC4(CC3)OCCO4)C2)c1 (stereo not drawn)	-5	-3	-2	1.2	3
12	C=CCn1c(=O)c(C=Nc2cccc([N+](=O)[O-])c2)c(O)n(CCCC)c1=O	-18	5	-1	1.2	-6
13	CCc1c(C)nc(N)nc1N1N=C1SC	8	0	1	-2.3	-1
14	CCCCOC(=O)c1ccccc1N	1	-7	0	-1.1	-12
15	COc1ccc(N2C(=O)/C(=C/c3cccs3)C(=O)NC2=S)cc1	-3	-1	3	-1.5	-12

no.	MITF TRPM1 HTS	SR-BI HDL uptake	PvdQ acylase	Wnt act	SR-BI uptake up
1	0	-12	2	0	12
2	3	7	-7	1	-7
3	5	8	7	-2	-3
4	0	4	-15	-2	-4
5	0	-2	-13	-3	2
6	13	-19	-10	1	19
7	7	·	-17	8	·
8	16	·	-6	10	·
9	4	-8	-6	-1	8
10	-3	-14	-9	0	14
11	?	-13	-11	·	13
12	-2	-7	-8	0	7
13	·	-3	-1	2	3
14	-8	0	4	1	0
15	-7	-17	-7	-1	17

In the list so far, these have fluorine:
no.	SMILES	dFosB act	RTF Ca sens act	HTR5A ag ctr	CDK5 inh	Rtt109 Vps75
2	Fc1ccc(CNCCc2ccccc2F)cc1	-8	5	-3	-1.6	-17
5	Cc1cc(C(=O)OCC(=O)Nc2c(F)cccc2F)c(C)n1C1CC1	2	-5	-1	-4.1	-8
7	CC(C)CN1CCN(Cc2c(F)cccc2Cl)CC1CCO (stereo not drawn)	-1	5	2	-1.7	-1

no.	MITF TRPM1 HTS	SR-BI HDL uptake	PvdQ acylase	Wnt act	SR-BI uptake up
2	3	7	-7	1	-7
5	0	-2	-13	-3	2
7	7	·	-17	8	·

Next part.
no.	SMILES	dFosB act	RTF Ca sens act	HTR5A ag ctr	CDK5 inh	Rtt109 Vps75
16	COP(=S)(OC)Oc1ccc(Sc2ccc(OP(=S)(OC)OC)cc2)cc1	-2	-3	1	0.8	0
17	COc1cccc(CN2CC=C(c3ccc(F)cc3)CC2)c1	-8	5	-1	2.6	-1
18	CN1CCc2cc3c(cc2C1)OCO3	0	-1	2	-2.7	1
19	CCCNC(=O)N1[C@H]2CC[C@@H]1C(C(=O)OC)=C(c1cccc(OC)c1OC)C2	1	-2	4	0.6	-7
20	CO[C@H]1CC=C2CCN3CCC4=C(CC(=O)OC4)[C@]23C1	4	0	0	-1.0	-6
21	COC(=O)CC1(CC(=O)OC)C(=O)NC(=O)NC1=O	0	-2	1	-1.6	21
22	O=C(c1ccc(Cl)cc1)C1CCCN(Cc2ccc3ncccc3c2)C1 (stereo not drawn)	-1	-3	3	-1.1	0
23	C[C@]12CCC(OC(=O)CCC(=O)O)CC1=CCC1C2CC[C@]2(C)C(=O)CCC12 (stereo partly drawn)	5	4	-2	1.1	8
24	Cc1ccc(OCCSC2=NN2c2cc(C)nc(N)n2)cc1	-3	8	-2	-2.5	-1
25	Clc1ccc(C2NCCc3[nH]cnc32)cc1 (stereo not drawn)	2	-2	3	0.0	-2
26	CC(=O)Nc1ccc2c(c1)CC1(C(=O)N(C)C(=O)N(C)C1=O)C1CCCN21 (stereo not drawn)	-7	-1	2	2.0	2
27	Cn1c(O)c(C=NCCCCCCCCCCC(=O)O)c(=O)n(C)c1=O	-8	2	13	2.3	29
28	COc1ccc2[nH]c3c(c2c1)CCN=C3C	12	11	-3	-1.5	7
29	CCC(CO)(C(=O)OC1CC2CCC(C1)N2C)c1ccccc1 (stereo not drawn)	4	8	16*	2.1	14
30	Oc1cc(O)cc(/C=C/c2ccc(O)cc2O)c1	-2	3	-1	2.6	-9

no.	MITF TRPM1 HTS	SR-BI HDL uptake	PvdQ acylase	Wnt act	SR-BI uptake up
16	-7	7	0	3	-7
17	0	-14	-6	0	14
18	3	-12	-8	-1	12
19	-8	-7	-16	-3	7
20	8	-4	-9	1	4
21	·	-4	3	-1	4
22	-16	-46	-1	-4	46
23	12	11	9	1	-11
24	-3	-5	-13	-1	5
25	4	-24	-1	-2	24
26	·	21	-13	-3	-21
27	-3	·	12	-1	·
28	-14	12	-9	0	-12
29	·	10	-1	2	-10
30	94*	0	-9	·	0

Along the list, quoted from above.
Nos. 25 to 30 in SR-BI HDL uptake: -24, 21, ·, 12, 10, 0
Nos. 25 to 30 in SR-BI uptake up: 24, -21, ·, -12, -10, 0

More structures follow:
no.	SMILES	dFosB act	RTF Ca sens act	HTR5A ag ctr	CDK5 inh	Rtt109 Vps75
31	O=C(Nc1cccc(OC(=O)N2CCCCC2)c1)N1CCCCC1	1	-7	4	1.0	14
32	CC(C)=CCOc1c2occc2cc2ccc(=O)oc12	-13	-6	-3	-2.1	-4
33	COC(=O)C1=C(c2ccc(C(C)=O)cc2)C[C@@H]2CC[C@H]1N2C(=O)N1CCC(C)CC1	-8	-12	1	1.1	-4
34	CCC1(CCC(C)C)C(=O)NC(=S)NC1=O	-1	1	0	1.0	-5
35	O=C(OC1CCN(CCCl)CC1)C(c1ccccc1)c1ccccc1	3	0	2	1.1	-10
36	c1ccc2sc(C3CCCNC3)nc2c1 (stereo not drawn)	1	-5	2	1.2	-8
37	CC(Cc1ccccc1)NCC(=O)Nc1cc(N(C)C)nc2ccccc12 (stereo not drawn)	1	·	·	-0.3	3
38	c1ccc2sc(C3CCNCC3)nc2c1	-1	1	6	1.6	3
39	COc1cc(/C=C2\C(=O)NC(=O)N(c3ccccc3)C2=O)c([N+](=O)[O-])cc1OC	-10	5	-1	-3.4	13
40	COCCCNC(=O)c1c(NC(=O)c2ccccc2)n(Cc2ccccc2)c2nc3ccccc3nc12	0	10	1	-0.4	·
41	CC(=O)c1c(C)n(Cc2ccccc2)c2ccc(O)cc12	-4	-1	5	-2.4	6
42	Brc1ccc(Oc2cc(Br)c(Br)cc2Br)c(Br)c1	-1	-1	7	-0.4	1
43	Nc1cc(Cl)cc(Cl)c1	3	-1	0	0.0	7
44	CCN(CC)CCCN=C(C)c1c(O)n(-c2ccccc2)c(=O)[nH]c1=O	-1	-1	2	-4.3	4
45	CN1CCN(c2ncnc3ccc(Br)cc23)CC1	0	6	-1	2.0	0

no.	MITF TRPM1 HTS	SR-BI HDL uptake	PvdQ acylase	Wnt act	SR-BI uptake up
31	-6	-13	9	·	13
32	7	25	-10	-4	-25
33	-4	6	16	2	-6
34	17	9	4	-1	-9
35	-36	10	2	-1	-10
36	20	-33	4	0	33
37	·	23	-5	-2	-6
38	-6	-3	-16	0	3
39	-6	0	-12	-1	0
40	·	-5	5	·	5
41	2	18	-4	5	-18
42	17	19	-2	5	-19
43	-1	-7	-13	-2	7
44	2	-11	-10	·	11
45	·	-4	3	·	4

Structures listed so far that have two or more sulfur atoms, in the order listed:
no.	SMILES	dFosB act	RTF Ca sens act	HTR5A ag ctr	CDK5 inh	Rtt109 Vps75
15	COc1ccc(N2C(=O)/C(=C/c3cccs3)C(=O)NC2=S)cc1	-3	-1	3	-1.5	-12
16	COP(=S)(OC)Oc1ccc(Sc2ccc(OP(=S)(OC)OC)cc2)cc1	-2	-3	1	0.8	0

no.	MITF TRPM1 HTS	SR-BI HDL uptake	PvdQ acylase	Wnt act	SR-BI uptake up
15	-7	-17	-7	-1	17
16	-7	7	0	3	-7

New compounds follow:
no.	SMILES	dFosB act	RTF Ca sens act	HTR5A ag ctr	CDK5 inh	Rtt109 Vps75
46	Cn1cccc1/C=C1\C(=O)NC(=O)N(CCC2=CCCCC2)C1=O	-2	-3	-4	-1.1	9
47	COC(=O)C1=C(c2cc3ccccc3o2)C[C@@H]2CC[C@H]1N2C(=O)NCCCOC(C)C	-7	8	-3	-2.6	3
48	CN(C)c1nc(N(C)C)nc(N(C#N)CCCl)n1	-1	-4	-3	-0.3	-3
49	O=C(Cc1ccccc1)OCC(=O)N1CCN(S(=O)(=O)c2ccc(Cl)cc2)CC1	0	-8	6	0.7	24
50	CCN(CC)c1ccc(N=Cc2c(O)n(CCc3ccc(OC)c(OC)c3)c(=O)[nH]c2=O)cc1	-14	4	6	1.2	6
51	C=CCN1C[C@@H](C)N(C(c2ccc(C(=O)N(CC)CC)cc2)c2cccc(OC)c2)C[C@@H]1C (stereo partly drawn)	-6	5	-1	-0.1	10
52	COc1cc(CN2CCCC(C(=O)c3sccc3C)C2)cc(OC)c1O (stereo not drawn)	-2	1	2	-1.5	4
53	COC(=O)C1=C(c2cc3ccccc3o2)C[C@@H]2CC[C@H]1N2C(=O)NCc1ccccc1	-1	-2	10	1.7	-5
54	CC(=O)N1Cc2cnnn2-c2ccccc2C1(C#N)Cc1ccccc1 (stereo not drawn)	-10	3	-2	0.5	4
55	COc1ccc2c(c1)[C@@]13CCC=C[C@H]1[C@@H](C2)NCC3	-6	8	-1	-2.0	-7
56	c1ccc(CNCCc2c[nH]c3ccccc23)cc1	1	3	12	-1.2	0

no.	MITF TRPM1 HTS	SR-BI HDL uptake	PvdQ acylase	Wnt act	SR-BI uptake up
46	-1	-11	-2	8	11
47	5	8	-15	0	-8
48	4	-14	9	0	14
49	3	-25	5	-2	25
50	-29	49	10	-1	-49
51	2	-9	7	-1	9
52	-10	-21	7	-1	21
53	0	19	2	-3	-19
54	2	-11	-12	0	11
55	4	-12	-5	-4	12
56	-8	-18	6	0	18
